High-throughput results from PubChem.
Runt-SMMHC FRET = inhibitors of human RUNX1 Runt domain binding to CBFb-SMMHC. Q01196+Q13951. Cerulean-Runt/Venus-CBFb-SMMHC FRET ratio 530/480, 1 h. inhibition, % at 20 µM. 220,000 compounds, 0.74% hits;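 active means mean inhibition across duplicate retests at 20 µM reaching about 50%, limit read from the data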;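 further: 0% = DMSO wells and 100% = wells with excess untagged CBFb-SMMHC; inhibitors lower the FRET ratio by blocking Runt binding to CBFb-SMMHC; some results filed as inactive read as strong as hits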
Furin inh = human furin inhibition. P09958. purified furin, fluorogenic substrate cleavage. inhibition, % at 30 µM. 220,000 compounds, 0.061% hits. AID 463115; in the data active means inhibition above about 25%; further: inactives centre near -15
p47phox inh = inhibitors of human p47phox binding; P14598; p47phox/p22phox peptide binding, fluorescence polarization, 2 h; inhibition, % at 24.7 µM; 220,000 compounds, 0.53% hits; AID 1274;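 active means inhibition above about 30%, limit read from the data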;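 further: 0% = p47phox with labelled peptide and 100% = labelled peptide alone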
Runt-CBFb FRET = Runt domain-CBFb interaction inhibition | inhibition, % at 20 µM | AID 1496 | Q01196+Q13951 | 220,000 compounds, 0.46% hits | Cerulean-Runt/Venus-CBFb FRET ratio 530/480, 1 h;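 active means inhibition over about 50% at 20 µM in the single-dose screen, limit read from the data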;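 further: 0% = DMSO wells and 100% = excess unlabeled CBFb competitor control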
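Reagent – Venus-CBFb binding partner, 100 nM · Assay system – Cerulean-tagged RUNX1 Runt domain (FRET donor) fusion protein · Input – 100 nM per protein · Incubation – two 1 h room-temperature incubations shielded from light · Measured by – FRET fluorescence · Medium – Tris buffer pH 7.5 with salts and BSA · Benchmarks – unlabeled CBFb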
p97 inhibitor = blocks human p97 ATPase activity; P55072; recombinant p97 ATPase, Kinase-Glo ATP luminescence, 3 h; inhibition, % at 8 µM; 220,000 compounds, 0.42% hits; AID 1481; in the data active means inhibition above about 15%;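 further: 0% = DMSO vehicle and 100% = wells lacking enzyme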
Target sequence (P55072 whole entry, looked up): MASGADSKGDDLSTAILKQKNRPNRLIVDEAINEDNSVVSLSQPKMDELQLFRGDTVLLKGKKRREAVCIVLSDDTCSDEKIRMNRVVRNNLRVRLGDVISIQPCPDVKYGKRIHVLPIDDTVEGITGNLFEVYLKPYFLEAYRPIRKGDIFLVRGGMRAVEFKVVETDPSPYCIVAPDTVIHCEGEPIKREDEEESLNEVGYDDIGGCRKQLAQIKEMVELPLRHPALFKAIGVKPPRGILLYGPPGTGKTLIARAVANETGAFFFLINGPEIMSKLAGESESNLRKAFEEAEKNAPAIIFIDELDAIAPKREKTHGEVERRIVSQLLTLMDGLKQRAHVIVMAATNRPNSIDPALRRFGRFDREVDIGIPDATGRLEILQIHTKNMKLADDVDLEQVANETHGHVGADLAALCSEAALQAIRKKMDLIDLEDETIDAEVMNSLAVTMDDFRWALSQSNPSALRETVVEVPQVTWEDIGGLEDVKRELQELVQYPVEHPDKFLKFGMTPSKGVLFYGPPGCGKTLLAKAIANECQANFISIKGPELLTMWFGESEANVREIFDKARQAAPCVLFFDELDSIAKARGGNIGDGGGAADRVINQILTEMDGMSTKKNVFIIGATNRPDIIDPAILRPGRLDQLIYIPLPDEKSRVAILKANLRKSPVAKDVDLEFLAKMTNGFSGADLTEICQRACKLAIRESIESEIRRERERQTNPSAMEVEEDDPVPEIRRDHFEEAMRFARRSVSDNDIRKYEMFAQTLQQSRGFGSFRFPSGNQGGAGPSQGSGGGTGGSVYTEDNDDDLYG
Tb hexokinase = blocks Trypanosoma brucei hexokinase 1 activity; inhibition, % at 10 µM; 220,000 compounds, 0.11% hits; AID 1430; recombinant TbHK1, G6PDH-coupled NADH A340;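 active means inhibition of 50% or more in the single-dose primary screen; inactive means inhibition below 50%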
m-calpain inh = blocks pig calpain II enzyme activity | purified calpain II, fluorogenic peptide substrate, 30 min | AID 1236 | 220,000 compounds, 0.37% hits | inhibition, % at 16 µM;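 active means inhibition above about 50%, limit read from the data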
RBBP9 inhibitor = blocks human serine hydrolase RBBP9; AID 1515; recombinant RBBP9, FP-Rh probe fluorescence polarization; inhibition, % at 7.94 µM; 220,000 compounds, 0.2% hits;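 active means inhibition above the campaign mean of all tested compounds plus 3 SD, cut at about 14% in these data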;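 further: plate controls were DMSO wells with RBBP9 for no effect and wells lacking RBBP9 protein for full effect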
Target sequence (O75884 whole entry, looked up): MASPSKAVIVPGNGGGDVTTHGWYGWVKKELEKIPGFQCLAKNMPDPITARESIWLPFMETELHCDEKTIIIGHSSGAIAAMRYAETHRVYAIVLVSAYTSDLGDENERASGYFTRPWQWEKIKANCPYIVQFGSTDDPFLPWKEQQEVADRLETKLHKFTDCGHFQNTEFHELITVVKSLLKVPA
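Test system: recombinant human RBBP9; Timing: 30 min then 45 min, 25 °C; Detection: fluorescence polarization; Control set: RBBP9 with DMSO as uninhibited control, no-protein wells as full inhibition; Compound dosing: one concentration, 7.94 µM nominal, 0.794% DMSO; Probe or stimulus: FP-Rh activity-based probe, 375 nM before mixing.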
EBV gp42 block = blocks Epstein-Barr virus glycoprotein 42 binding. 220,000 compounds, 0.42% hits. inhibition, % (tested at 21.74 µM). Q1HVG2. AID 1085. Fluorescence polarization binding assay, mP read-out; in the data active means inhibition above about 50%
* marks the source's active call; other numbers are inactive results; x = not tested or not shown; [ ] = dose if it differs, or a comment.

SMILES	Runt-SMMHC FRET	Furin inh	p47phox inh	Runt-CBFb FRET	p97 inhibitor	Tb hexokinase	m-calpain inh	RBBP9 inhibitor	EBV gp42 block
Cc1ccc(C(=O)Nc2ncc3c(n2)CC(c2ccco2)CC3=O)cc1 (stereo not drawn)	0	-25	-8	10	1	-3	31	-7	-11
COC(=O)C1=C(C)N(Cc2ccc(OC)cc2)C(=O)C1	-7	-14[20 µM]	4	-1	0	2	15	9	-7
Cc1cn(C(=O)CN2C(=O)c3ccccc3C2=O)c(C)n1	0	-25[20 µM]	-12	0	-5	5	1	-2	-19
CC(=C/c1ccc(C(C)C)cc1)/C=N/NC(=O)c1ccncc1	-2	-17	18	-2	2	-13	-30	0	-6
O=C(O)c1ccc(/C=N/NC(=O)c2ccc(CN3c4cccc5cccc(c45)S3(=O)=O)cc2)cc1	-13	-16	-62	2	3	-12	-70	-28	-8
COc1ccc(CCNC(=O)CCS(=O)(=O)c2cccc3nsnc23)cc1OC	2	-18	-13	0	3	-3	-32	-6	-7
Oc1ccc(-c2onc3ccc(Cl)cc23)cc1	-10	-15[20 µM]	-20	8	1	-19	14	-7	5
CCOc1ccc(-c2nc(CCl)cs2)cc1OC	-2	-17	0	0	4	-7	-111	7	-5
CC(Nc1nc(-c2ccccc2)nc2ccccc12)c1ccccc1 (stereo not drawn)	2	-2	-9	1	0	-2	40	-18	2
COc1ccc(COCC(O)CN2CCOCC2)cc1OC (stereo not drawn)	3	-9	-2	0	2	0	-10	5	2
C#CCOCCOCCOCCNc1nc(N2CCN(C(=O)[C@H](CCCCN)n3cc(CCCC)nn3)CC2)nc(N2CCN(C(=O)[C@H](Cc3ccc(O)cc3)n3cc(CCO)nn3)CC2)n1	1	-16	63*	-2	10	4	-47	2	3
COc1ccc(/C=C(\NC(=O)c2ccc([N+](=O)[O-])cc2)C(=O)N2CCOCC2)cc1	-17	-6	-2	1	-4	-7	34	-5	-12
CN(C)/C=C(\C=O)c1ccc(Cl)cc1Cl	-1	-19	4	3	-1	0	1	-2	-10
CCN(CC)c1ccc(S(=O)(=O)N2CCOCC2)cc1NC(=O)c1cc(=O)c2ccccc2o1	-3	-17	-17	-6	-1	-5	-9	-4	-11
CCOC(=O)C1=C(C)OC(N)=C(C#N)C1c1ccc(O)c(OC)c1 (stereo not drawn)	14	-10[20 µM]	7	5	-7	-14	2	-9	-20
O=C(CNC(=O)c1ccccc1)OCC(=O)N1c2ccccc2Sc2ccccc21	2	-12	-6	-1	0	-8	14	-7	-2
CC1=C(C(=O)O)N2C(=O)C(NC(=O)c3ccn(C)n3)C2SC1 (stereo not drawn)	1	-13[20 µM]	2	0	-5	2	24	-7	-6
CCn1nc(C)cc1C(=O)Sc1ccc(C)cc1	0	-12	-3	1	-5	9	-6	-12	1
CCNc1nc(NCC)nc(Oc2ccc(N)cc2)n1	-1	-9[20 µM]	-12	0	4	-9	-9	3	-10
N#Cc1cccc(NC(=O)c2nc(-c3ccccc3)n(-c3ccccc3)n2)c1	3	-17	-23	-3	-3	0	-73	-5	-13
CC(C)CNC(=S)NNC(=O)c1ccc2c(c1)OCO2	2	-15[20 µM]	-9	-1	0	-8	-25	-3	-6
Clc1nc2ccccc2cc1-c1nnn(-c2ccccc2)n1	-4	-16	-5	1	8	-4	18	-2	-3
Cc1ccc(-c2cc3nc(-c4ccccc4)cc(N)n3n2)cc1	22	-5[20 µM]	-9	0	3	-22	-45	-1	-25
COc1ccc(-c2c(C)[nH]n3c(=O)c(Cc4ccccc4)c(C)nc23)cc1	-5	-9	-4	-1	4	3	-15	-4	-19
O=C(c1cc(S(=O)(=O)N2CCOCC2)c(Cl)cc1Cl)N1CCCCC1CO (stereo not drawn)	1	-18	-7	4	1	-8	-17	-6	-27

Random excerpt: 5 entries already listed.
SMILES	Runt-SMMHC FRET	Furin inh	p47phox inh	Runt-CBFb FRET	p97 inhibitor	Tb hexokinase	m-calpain inh	RBBP9 inhibitor	EBV gp42 block
CC(Nc1nc(-c2ccccc2)nc2ccccc12)c1ccccc1 (stereo not drawn)	2	-2	-9	1	0	-2	40	-18	2
Clc1nc2ccccc2cc1-c1nnn(-c2ccccc2)n1	-4	-16	-5	1	8	-4	18	-2	-3
O=C(CNC(=O)c1ccccc1)OCC(=O)N1c2ccccc2Sc2ccccc21	2	-12	-6	-1	0	-8	14	-7	-2
CC(=C/c1ccc(C(C)C)cc1)/C=N/NC(=O)c1ccncc1	-2	-17	18	-2	2	-13	-30	0	-6
N#Cc1cccc(NC(=O)c2nc(-c3ccccc3)n(-c3ccccc3)n2)c1	3	-17	-23	-3	-3	0	-73	-5	-13

The listing continues.
SMILES	Runt-SMMHC FRET	Furin inh	p47phox inh	Runt-CBFb FRET	p97 inhibitor	Tb hexokinase	m-calpain inh	RBBP9 inhibitor	EBV gp42 block
Cc1ccc(NC(=O)/C=C/c2ccco2)nc1	24	5	-8	23	3	-38	26	-11	8
O=C(CC(c1ccccc1)C1CCCCC1=O)c1ccco1 (stereo not drawn)	-1	-13[20 µM]	-20	2	-1	4	-19	10	0
Cc1ccc(C(C(=O)NC(C)(C)C)N(Cc2ccc3c(c2)OCO3)C(=O)c2ccc(CN3CCOCC3)o2)o1 (stereo not drawn)	3	-30	-2	-2	-5	-7	-26	-3	14
COc1ccc(NC(=O)CSc2cccc3cccnc23)c(OC)c1	-1	-16	3	2	5	-4	-10	0	-4
Brc1ccc(-c2nnc3c4ccccc4nc(N4CCOCC4)n23)cc1	7	-16	-7	0	2	-6	16	-10	-7
COc1ccc(C(=O)O/N=C(\C)c2nccs2)cc1	-6	-17	2	-1	-3	-9	-7	19*	-3
Cc1oc(-c2ccccc2F)nc1CS(=O)(=O)CC(=O)N1CCOCC1	4	-19	-14	2	5	1	-19	1	-7
CCC(=O)N(CCC1(C(C)C)CCOC(C)(C)C1)C(C)c1cccs1 (stereo not drawn)	-5	-6	-2	-4	-1	-12	4	9	-14
Nc1nc(Nc2ccccc2)nc(NCc2ccccc2)c1[N+](=O)[O-]	-5	-8	-2	-2	7	-18	13	-2	-4
Cc1cc2c(c(=O)n1CCc1ccccc1)C(C(C)C)C(C#N)=C(N)O2 (stereo not drawn)	6	-13	-7	0	-4	3	-2	-5	2
CCOC(=O)N1CCC(Nc2ncnc3c2cnn3-c2ccc(C)cc2C)CC1	1	-10	0	0	-1	-1	6	1	2
COc1ccc(CCN=C(N)NS(=O)(=O)c2cccs2)cc1	-2	-30	6	0	7	8	-13	-3	0
O=C(O)C1=C[C@H](c2cccs2)C[C@H](OCc2ccc(CO)cc2)O1	0	-26	-13	0	x	-3	14	x	-13
COc1ccc(C(=O)N2CCN=C2SCc2cccnc2)c(OC)c1	-5	-14	19	2	-7	-9	-15	-3	-8
COc1cccc(NC(=O)CN(C)CC(=O)Nc2ccc(C)cc2Cl)c1	2	-31	-3	1	2	3	-4	-8	-12
COc1ccc(/C=c2\s/c(=C/C(=O)c3ccc(C)cc3)[nH]c2=O)c(OC)c1	-114	-10	-47	-62	3	-12	-46	-9	12
Cc1ccc(CNc2ncnc3c2cnn3-c2ccccc2)cc1	-7	-24	-14	1	5	6	-6	-11	0
CC(C)OC(=O)CC1C(=O)NCCN1C(=S)NC(=O)CCc1ccccc1 (stereo not drawn)	2	-14	-16	-1	0	-11	14	-9	0
CC(=O)N(c1ccccc1)C1CCCC1	-6	-14	-5	-3	3	-1	-6	3	-12
Cn1c(=O)n(Cc2ccccc2)c(=O)c2c1nc1n2CCS1	3	-19	-13	-2	0	5	-31	1	-17
Cc1ccc(OCCCC(=O)NC(C)c2ccccc2)c(C)c1 (stereo not drawn)	-7	-9	-9	1	1	6	42	-1	9
CCCc1nc(SC2CCCC2)c2c(=O)n(C)c(=O)n(C)c2n1	-2	-11	-16	-4	x	3	2	x	-18
CCOC(=O)C(C)c1n[nH]c(=O)c2ccccc12 (stereo not drawn)	2	-12[20 µM]	-5	2	0	3	13	-12	-10
COCCCNC(=O)CN1C(=O)CSc2ncccc21	3	-26	-11	1	-2	-3	16	2	-11
CC(C)=C1C2CC2C2C(C(=O)O)C12 (stereo not drawn)	-1	-24	-7	-2	3	0	11	-8	6
Other structures follow:
SMILES	Runt-SMMHC FRET	Furin inh	p47phox inh	Runt-CBFb FRET	p97 inhibitor	Tb hexokinase	m-calpain inh	RBBP9 inhibitor	EBV gp42 block
CCOc1c(Br)cc(CNc2ccc(N3CCOCC3)cc2)cc1OC	0	-28	-7	8	0	-14	-13	9	-2
CSc1nc(NC(C)=O)nc(C)c1Br	-3	-15[20 µM]	-5	0	-1	-5	2	-2	-23
COC(=O)c1cccc(C(=O)N2CCC(CO)(Cc3ccccc3Cl)CC2)c1	2	-1	2	-6	4	-16	12	-3	-4
Cc1onc(-c2c(Cl)cccc2Cl)c1C(=O)NC(=S)N1CCOCC1	-2	-4	-5	1	4	-6	1	-9	-7
C=CCn1c(SCCOc2ccc(OC)cc2)nnc1C(C)NC(=O)Cc1ccc(OC)cc1 (stereo not drawn)	-3	-10[20 µM]	0	3	-7	31	5	-12	5
CC(=O)Nc1ccccc1C(=O)C(=O)Nc1cccc(C(=O)NC2CC2)c1	1	-20	-3	0	6	-5	-4	-3	3
CCOC(=O)c1c(N)sc2c(O)c(Br)ccc12	22	-13	-3	32	10	3	42	4	2
O=C(Oc1cccc2cccnc12)c1ccco1	2	-7[20 µM]	-4	-1	-2	2	-5	0	-17
Cc1ccc(O)c(NC(=O)C2CCCCC2)c1	-5	-8	0	-1	9	-1	4	-1	-16

Four entries from above, with values ahead of the structure.
Runt-SMMHC FRET | Furin inh | p47phox inh | Runt-CBFb FRET | p97 inhibitor | Tb hexokinase | m-calpain inh | RBBP9 inhibitor | EBV gp42 block | Molecule
-3 | -10[20 µM] | 0 | 3 | -7 | 31 | 5 | -12 | 5 | C=CCn1c(SCCOc2ccc(OC)cc2)nnc1C(C)NC(=O)Cc1ccc(OC)cc1 (stereo not drawn)
1 | -20 | -3 | 0 | 6 | -5 | -4 | -3 | 3 | CC(=O)Nc1ccccc1C(=O)C(=O)Nc1cccc(C(=O)NC2CC2)c1
22 | -13 | -3 | 32 | 10 | 3 | 42 | 4 | 2 | CCOC(=O)c1c(N)sc2c(O)c(Br)ccc12
2 | -7[20 µM] | -4 | -1 | -2 | 2 | -5 | 0 | -17 | O=C(Oc1cccc2cccnc12)c1ccco1

Compounds as they come. About 2.7% of those tested had a hit in this group.
